Rab9 prom act – activators of Rab9 promoter. Huh7 Rab9 promoter-luciferase reporter, luminescence, 24 h. Potency, µM (doses to about 9.22 µM), without a hit: at the highest dose activation, negative = inhibition, hits mostly activators. actives 2.8% (n = 320,000); also: % of control where 0% means no effect; nearly all actives have a fitted effect of over 60% in size
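Stable Rab9-luc Huh7, 1500 cells/well, 2 h settle; cmpd in DMSO, 24 h, 37 °C/5% CO2; luciferase reagent 10 min RT; luminescence.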
RORg inh – ROR gamma (mouse) transcription inhibition | Potency, µM (titrated, usually from 53.6 µM), for inactives: at the highest dose activity change, negative = inhibition, hits mostly inhibitors | actives 5.4% (n = 310,000) | Drosophila S2 Gal4-RORgamma UAS-luciferase reporter, 20 h; also: % is scaled to controls: 0 for no effect and ±100 for the full control effect; nearly all actives have a fitted effect of over 60% in size
Target sequence (P51450 whole entry, looked up, the tested form may be a part): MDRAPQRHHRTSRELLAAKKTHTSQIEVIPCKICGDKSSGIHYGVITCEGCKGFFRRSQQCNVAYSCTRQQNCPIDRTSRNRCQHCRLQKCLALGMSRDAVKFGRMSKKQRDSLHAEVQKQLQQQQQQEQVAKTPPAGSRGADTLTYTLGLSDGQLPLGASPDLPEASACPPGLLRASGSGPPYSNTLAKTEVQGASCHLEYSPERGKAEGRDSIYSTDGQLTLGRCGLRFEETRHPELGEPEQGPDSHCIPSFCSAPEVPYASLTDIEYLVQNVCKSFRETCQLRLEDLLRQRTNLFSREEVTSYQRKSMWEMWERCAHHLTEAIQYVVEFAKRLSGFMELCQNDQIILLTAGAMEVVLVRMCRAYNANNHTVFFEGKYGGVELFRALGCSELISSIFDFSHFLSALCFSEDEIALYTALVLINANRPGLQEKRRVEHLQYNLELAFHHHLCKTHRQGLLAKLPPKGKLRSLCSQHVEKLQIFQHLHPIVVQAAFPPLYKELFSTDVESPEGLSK
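A Gal4/UAS one-hybrid system in insect cells: metallothionein-promoter Gal4–ROR gamma fusion plus Photinus luciferase reporter. Copper sulfate 700 uM final, 20 hr ambient incubation, luminescent detection after 10 min with reagent.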
p53 reactivator – restores transcriptional activity of mutant p53 | Potency, µM (doses to about 92.2 µM), for the others: top-dose activity change, positive = activation, actives largely listed as activators | AID 504706 | H1299 p53-A138V BP100-luciferase reporter, luminescence, 24 h | actives 0.063% (n = 320,000); also: % of control where 0% means no effect; nearly all actives have a fitted effect of over 45% in size
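p53-null H1299 cells stably carrying temperature-sensitive p53-A138V and a BP100-luciferase reporter were pinned with compounds (4-point, 1:5 series) and held 24 hrs at 37 deg C. Luminescence was read 10 min after detection reagent.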
NPC1 promoter act – NPC1 promoter activation | Potency, µM (highest dose often 9.22 µM), for inactives: at the highest dose activation, actives largely listed as activators | actives 2.4% (n = 320,000) | Huh7 NPC1 promoter luciferase reporter, 24 h | AID 485313;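 also: % of control where 0% means no effect; nearly all actives have a fitted effect of over 60% in size; reporter is driven by a mutant NPC1 promoter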
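NPC1 promoter–luciferase Huh7 cells; 24 h compound; luminescence.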
FLuc counter – counter-screen for miR-21 project: firefly luciferase inhibitors or activators; actives 6.9% (n = 360,000); AID 588342; Potency, µM (top dose mostly 57.5 µM), inactives show at the highest dose activity change, negative = inhibition, most hits filed as inhibitors; P08659; purified FLuc, Km substrates, luminescence inhibition;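 also: plate controls were vehicle for no effect and reference inhibitor for full effect; nearly all actives have a fitted effect of over 55% in size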
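Purified P. pyralis luciferase, 10 nM final, with Km-level 10 uM D-luciferin and 10 uM ATP in 50 mM Tris acetate pH 7.5, 10 mM Mg acetate, 0.01% Tween-20, 0.05% BSA; 6-point qHTS titration about 60 µM downward; luminescence read.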
uPA surface inh – cell surface uPA generation inhibition | cell surface uPA generation assay, qHTS | Potency, µM (top dose mostly 38.3 µM), for inactives: at the top dose activity change, negative = inhibition, actives largely listed as inhibitors | actives 0.31% (n = 330,000) | AID 540303; active = well fitted inhibition curve with a large enough effect; inconclusive = small, poorly fitted or top-dose-only effect; inactive = no such curve, though single readings can be large or run the other way; tested in mouse RAW 264.7 cells; also: % is scaled to controls: 0 for no effect and ±100 for the full control effect; nearly all actives have a fitted effect of over 55% in size
VP16 counter – Gal4-VP16 reporter inhibition counter-screen; Drosophila S2 Gal4-VP16 UAS-luciferase, luminescence, 20 h; Potency, µM (doses to about 53.6 µM), for inactives: at the highest dose activity, negative = inhibition, hits mostly inhibitors; actives 3.5% (n = 310,000); AID 2546;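 also: Gal4-VP16 expression switched on by copper sulfate through the metallothionein promoter; % is scaled to controls: 0 for no effect and ±100 for the full control effect; nearly all actives have a fitted effect of over 50% in size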
MBNL1 CUG block – blocks human MBNL1 binding to CUG repeat RNA. Q9NR56. TR-FRET MBNL1-His/biotin-(CUG)12 binding, 665/545 ratio. Potency, µM (titrated, usually from 57.5 µM), inactives show top-dose activity change, negative = inhibition, usual class: inhibitors. actives 0.036% (n = 280,000); active = well fitted inhibition curve with a large enough effect in the signal ratio, with a control signal flat, not every such curve was filed as active; inconclusive = small, poorly fitted or top-dose-only effect, or effect the other way, or a change in a side signal; inactive = no such curve, though single readings can be large or run the other way; the % refers to the signal ratio; also: % is scaled to controls: 0 for no effect and ±100 for the full control effect
Target sequence (Q9NR56 whole entry, looked up): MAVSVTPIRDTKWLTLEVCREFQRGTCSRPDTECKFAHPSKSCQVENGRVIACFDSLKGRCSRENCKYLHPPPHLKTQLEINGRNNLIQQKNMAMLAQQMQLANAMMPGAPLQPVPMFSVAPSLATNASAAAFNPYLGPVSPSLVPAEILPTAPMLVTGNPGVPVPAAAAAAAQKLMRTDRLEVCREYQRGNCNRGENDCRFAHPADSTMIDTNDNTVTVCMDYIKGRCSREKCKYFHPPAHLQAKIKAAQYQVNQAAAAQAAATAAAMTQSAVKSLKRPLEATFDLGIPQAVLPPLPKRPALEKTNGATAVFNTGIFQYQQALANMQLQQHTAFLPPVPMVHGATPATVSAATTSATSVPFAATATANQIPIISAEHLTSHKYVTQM
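TR-FRET between His-tagged MBNL1 and biotin-(CUG)12 RNA, detected with Tb anti-His antibody (0.055 ng/ul) and streptavidin-XL665 (5 nM), 60 min at room temperature. Compounds titrated 92 nM to 58 uM; 665/545 nm ratio normalized to buffer and complex controls.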
BRCA1 expr act – activators of BRCA1 expression. MCF7-BRCA1-FFLuc reporter, luminescence, 48 h; response scale: scaled: vehicle 0%, 10 µM genistein 100%. Potency, µM (doses to about 46.1 µM), inactives show at the top dose activation, hits mostly activators. actives 1.1% (n = 380,000); also: nearly all actives have a fitted effect of over 80% in size; some results filed as inactive show a strong effect at the top dose
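Quantitative HTS in MCF7 cells stably reporting BRCA1 expression via firefly luciferase. Compound treatment lasts 48 h at 37 °C in phenol-red free MEM. Activation is expressed relative to genistein at 10 microM and DMSO.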
ELG1 genotox – inducers of genotoxicity in HEK293T ELG1-luciferase cells; AID 504466; HEK293T ELG1-luciferase reporter, luminescence, 16 h; actives 1.3% (n = 330,000); Potency, µM (doses to about 46 µM), for inactives: at the highest dose activity change, positive = activation, hits mostly activators; also: % of control where 0% means no effect; nearly all actives have a fitted effect of over 60% in size
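Cells (2,000/well) expressing the ELG1-luciferase fusion are dosed by pin tool and kept 16 hr at 37 °C, 5% CO2. Signal comes from ONE-Glo luciferase reagent after 30 min at room temperature.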
Numbers without * were called inactive; u = inconclusive; x = not tested or not shown; [ ] = another dose, or the depositor's remark. Unless noted, calls follow the shape of the dose curve; as a rule, active = well fitted curve in the direction sought with a large enough effect; inconclusive = small, poorly fitted or top-dose-only effect, or another doubt; inactive = no such curve, though single readings can be large; an effect the other way counts as inactive or inconclusive. Potency is read from the fitted curve at half-maximal effect.

mol	Rab9 prom act	RORg inh	p53 reactivator	NPC1 promoter act	FLuc counter	uPA surface inh	VP16 counter	MBNL1 CUG block	BRCA1 expr act	ELG1 genotox
CCOc1ccc(NC(=O)CN(C)C(=O)COc2cccc(CC)c2)cc1OCC	0%	x	-1%	1%	-11%	2%	x	x	-23%	-5%
COc1ccc(C2C(C(=O)Nc3cccc(C)n3)c3ccccc3C(=O)N2C)cc1OC (stereo not given)	-5%	6%	-16%	-3%	-1%	-4%	0%	4%	-22%	0%
COCCNC(=S)N(CCc1c(C)[nH]c2ccc(C)cc12)Cc1cc(OC)c(OC)c(OC)c1	-3%	-5%	-5%	2%	1%	19%	3%	-29%	-39%	-2%
O=C(c1sc2ccccc2c1Cl)N1CCN(c2ccc(F)cc2)CC1	-4%	31%	13%	2%	5%	-1%	-7%	6%	-41%	-1%
COc1ccccc1/C=C/c1nc(S(=O)(=O)c2ccccc2)c(N2CCC(C(N)=O)CC2)o1	-1%	20%	-19%	-4%	4%	2%	-6%	u	-26%	4%[9.26 µM]
CCN(CC)S(=O)(=O)c1cc(C(=O)OCC(=O)Nc2cccc(S(=O)(=O)N(C)C)c2)ccc1F	-5%	9%	-6%	-7%	-12%	-4%	-3%	8%	1%	3%
COc1ccc(C(NC(=O)CC(C)C)NC(=O)CC(C)C)cc1OC	-4%	-4%	28%	0%	2%	3%	-2%	-4%	7%	0%
CC1=C(C(=O)N2CCN(C(=O)c3ccco3)CC2)C2(CCC(C)CC2)OC1=O (stereo not given)	-1%	5%	11%	0%	2%	4%	1%	-4%	0%	5%
O=C(c1ccco1)N1CCN(C(c2cccs2)c2sc3ncnn3c2O)CC1 (stereo not given)	0%	2%	2%	-2%	0%	-11%	-1%	u	-2%	5%
O=C(COc1ccc2c(c1)OCO2)Nc1ccc2c(c1)oc1ccccc12	12%	18%	-4%	9%	-2%	-3%	-4%	-5%	70%	5%
CC(Sc1ccc(Cl)cc1)C(=O)NCC(c1ccco1)N1CCCCC1 (stereo not given)	-2%	x	-2%	0%	0%	2%	x	x	-3%	-1%
Cc1nc2ccc(NC(=O)NCCO)cc2s1	u	12%	u	13%	u	0%	6%	-25%	41%	12%
N#Cc1nc(NCC(F)F)nc(Nc2cc(F)cc(F)c2)n1	-33%[inhibitor]	x	-46%[inhibitor]	-25%	1%	u	x	x	-54%	12%
CS(=O)(=O)NCCCCNc1ccc(C(F)(F)F)cc1[N+](=O)[O-]	-2%	-24%	4%	0%	u	-5%	u	u	13%	3%
Cc1cc(C)cc(OCC(=O)N(C)CC(=O)Nc2ccc(Cl)c(C(F)(F)F)c2)c1	-5%	x	2%	-3%	2%	2%	x	x	-32%	-9%
CC(C)COCC(O)CCC(=O)NNC(=S)Nc1ccccc1 (stereo not given)	-5%	-35%[10 µM]	-2%	0%	-1%	-1%	1µM*	x	17%	2%
CCn1nc(C)c(Br)c1-c1nc(CS(=O)(=O)c2ccsc2)no1	8%	u	-2%	12%	-18%	11%	27%	x	54%	3%
CC(C(=O)N1CCN(c2ccc([N+](=O)[O-])cc2)CC1)N1C(=O)C2CC=CCC2C1=O (stereo not given)	-1%	19%	-7%	-1%	-2%	5%	-23%	u	-16%	-6%
Cc1cc(NC(=O)COC(=O)C2CC(=O)N(c3ccc(Br)cc3)C2)no1 (stereo not given)	-9%	-6%	1%	-6%	-1%	0%	-1%	-4%	-13%	-1%
O=C(NNC(=S)Nc1ccc(F)cc1)c1cccc([N+](=O)[O-])c1	0%	-42%	14%	1%	-9%	4%	-6%	u	-1%	2%
CC(C)N1CCC2(CC1)N=C(c1ccc3c(c1)OCO3)CC(c1cc(Cl)ccc1O)N2 (stereo not given)	-1%	u	-13%	-4%	17µM*	-11%	-8%[0.365 µM]	-5%	-97%[inhibitor]	-16%
CCCC(=O)Nc1c2c(nn1-c1ccc(C)cc1)CS(=O)(=O)C2	1%	24%	7%	-4%	-1%	6%	-4%	-5%	-19%	-1%
COc1cc(NC(=O)CCN2CCOCC2)cc(OC)c1	8%	-20%	x	4%	10%	0%	8%	-2%	-33%	0%
Cc1ccc(-c2c(C)n([O-])c3c([n+]2=O)CCCC3)cc1	10%	-16%	0%	3%	-2%	-2%	11%	u	-25%	13%
O=C(CSc1nc(O)c(Cc2ccccc2)c(=O)[nH]1)Nc1nnc(SCc2ccccc2)s1	11%	4%	13%	-5%	11µM*	1%	-11%	21%	19%	2%
COc1ccccc1NS(=O)(=O)c1ccc(Cl)c(NC(=O)CN2C(=O)c3ccccc3C2=O)c1	1%	19%	-4%	-5%	3%	3%	3%	x	-4%	0%
COC(=O)CC1C(=O)NCCN1C(=O)CSc1nnnn1-c1ccc(OC)cc1 (stereo not given)	-5%	1%	-1%	-1%	-1%	9%	-4%[10 µM]	5%	0%	2%
Cc1ccc(NC(=S)N2CCC(O)CC2)c(C)c1	-1%	-12%	-1%	-8%	-3%	9%	3%[10 µM]	2%	17%	-4%
CC(=O)/C(=C/N(C)C)C(=O)Nc1ccc(Cl)cc1Cl	0%	-5%	4%	-1%	u	-4%	u	3%	-1%	-4%
CC(C)(C)[C@@H]1C=C(C(=O)N2CCOCC2)O[C@H](OCc2ccc(CO)cc2)C1	-4%	-5%	4%	-5%	1%	7%	8%	0%	0%	2%
O=C(Cn1c(=S)[nH]c2ccccc21)c1ccccc1	-3%	10µM*	-1%	0%	-11%	-13%	u	-3%	-10%	3%
Cc1ccc(N=C(NOC(=O)c2ccccc2)c2nonc2N)c(C)c1	-7%	21%	-4%	-4%	-2%	3%	2%	-7%	-4%	-1%
COCCCNC(=S)N/N=C/c1ccccc1O	u	0.56µM*	6%	u	12µM*	-15%	3.5µM*	3%	10%	2%
COc1ccc(Cl)cc1C(=O)Nc1ccc(S(N)(=O)=O)cc1	-2%	13%	-7%	-1%	-5%	-2%	-2%	x	-3%	0%
Cc1ccnc2ccc(P(=O)(c3ccccc3)c3ccccc3)cc12	22%	22%	-5%	-4%	4%	x	2%[10 µM]	0%	x	2%
CC1=CC=CC2=NC(=O)CC(C)(C(=O)N(CC(=O)NC3CCCC3)c3ccccc3C)N12 (stereo not given)	-3%	0%	5%	2%	1%	3%	5%	2%	1%	-7%
O=C(Nc1c(C(=O)O)oc2ccc(Br)cc12)c1ccccc1	11%	26%	u	12%	u	-4%	7%	9%	-10%	0%
CCC(C(=O)OCC(=O)Nc1ccc(C)c(S(=O)(=O)N2CCOCC2)c1)c1ccccc1 (stereo not given)	-18%	x	-3%	1%	3%	u	x	x	-3%	0%
CCOc1ccc(C(=O)NCCC2=CCCCC2)cc1OCC	-5%	3%	5%	7%	-9%	-7%	-12%	-8%	28%	6%
CN1CCN(C(=O)c2ccc(C(C)(C)C)cc2)CC1	2%	-2%	0%	2%	2%	x	2%	-1%	0%	9%

Overlap with the part before: 2 entries, then new ones.
mol	Rab9 prom act	RORg inh	p53 reactivator	NPC1 promoter act	FLuc counter	uPA surface inh	VP16 counter	MBNL1 CUG block	BRCA1 expr act	ELG1 genotox
CCOc1ccc(C(=O)NCCC2=CCCCC2)cc1OCC	-5%	3%	5%	7%	-9%	-7%	-12%	-8%	28%	6%
CN1CCN(C(=O)c2ccc(C(C)(C)C)cc2)CC1	2%	-2%	0%	2%	2%	x	2%	-1%	0%	9%
COc1cc(OC)cc(C(=O)NC(=S)Nc2cccnc2)c1	18%	24%	10%	-1%	-13%	-3%	-19%	4%	0%	-3%
CCOc1ccc2nc3sc(C(=O)N4CCN(C)CC4)c(N)c3cc2c1	25%	24%	u	-3%	11µM*	-4%	16%	u	15%	u
CCOc1cc(N2CCOCC2)c(OCC)cc1NC(=O)c1nc2nc(C)cc(C)n2n1	-5%	3%	-3%	-11%	2%	14%	-10%	15%	-3%	-12%
Cc1ccc(S(=O)(=O)N2CCCC2)cc1C(=O)O	5%	-4%	-8%	1%	0%	3%	2%	-1%	4%	1%
O=S(=O)(NCc1cccnc1)c1ccc(Cl)c2ccccc12	-2%	-3%	-2%	3%	3%	5%	6%	19%	-12%	-9%
Cc1[nH][nH]c(=O)c1N=Nc1ccc(F)cc1	1%	-12%	5%	-3%	-1%	4%	3%	u	7%	9%
O=C(CN1CCN(c2ccc(O)cc2)CC1)Nc1cc(S(=O)(=O)N2CCCCC2)ccc1Cl	1%	43%	-6%	-8%	-10%	-6%	-7%	-1%	-13%	-13%

Source: PubChem BioAssay
